High-throughput results deposited in PubChem BioAssay by several laboratories.
HIV fusion peptide: inhibitors of HIV fusion peptide binding, primary screen, biochemical, uHTS, fluorescence dequenching (AID 1986). cell-free peptide binding, fluorescence dequenching, 30 min; higher % means a stronger effect. one-dose inhibition, % at 20 µM; IC50 in µM for titrated hits. hit rate 0.3% among 290,000; in the data active = inhibition mostly above about 52%, no sharp cut-off; inactive = mostly below about 76%; note: some results filed as inactive read as strong as hits
Salmonella PhoP GFP: PhoP-dependent GFP reporter repression – Salmonella Typhimurium, primary screen (AID 1863). S. Typhimurium PhoP-regulated promoter GFP reporter, 4 h; higher % means a stronger effect. one-dose inhibition, % at 50 µM; IC50 in µM for titrated hits. hit rate 0.16% among 300,000;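 active = inhibition over 29.93%, a cutoff 3 SD above the screen mean, later confirmed by dose response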;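 note: 0% = low Mg2+ inducing control and 100% = high Mg2+ repressing control; strong numbers were not always called active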
NTR1 ag: NTR1-driven beta-arrestin-GFP spot formation – imaging, U2OS cells, high content, primary screen (AID 493036); P30989; activation, % at 20 µM; agonist mode; hit rate 0.17% among 330,000;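 active = activation at or above 40% of the spot to cytoplasm intensity ratio, with at least 20 cells analyzed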;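 note: 0% = DMSO without peptide and 100% = 100 nM NTR1 peptide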
Target sequence (P30989 whole entry, looked up): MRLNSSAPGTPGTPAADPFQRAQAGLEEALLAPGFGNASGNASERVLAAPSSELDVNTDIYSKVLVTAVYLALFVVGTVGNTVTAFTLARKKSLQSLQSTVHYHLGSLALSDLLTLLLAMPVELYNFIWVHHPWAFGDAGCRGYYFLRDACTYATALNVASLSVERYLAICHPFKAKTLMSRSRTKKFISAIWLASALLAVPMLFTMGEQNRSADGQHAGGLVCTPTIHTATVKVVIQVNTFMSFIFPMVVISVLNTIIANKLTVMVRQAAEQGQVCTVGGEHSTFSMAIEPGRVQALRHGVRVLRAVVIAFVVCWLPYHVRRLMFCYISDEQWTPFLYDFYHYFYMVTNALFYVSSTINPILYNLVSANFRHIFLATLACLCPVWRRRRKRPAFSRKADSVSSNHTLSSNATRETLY
GPR55 antagonists: inhibition of LPI-stimulated GPR55 beta-arrestin translocation – imaging, U2OS, beta-arrestin-GFP, LPI agonist, primary screen (AID 2013). U2OS GPR55 beta-arrestin-GFP translocation imaging, LPI antagonism; higher % means a stronger effect. one-dose inhibition, % at 10 µM; IC50 in µM for titrated hits. hit rate 0.13% among 290,000;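 active = spots per cell inhibited over 60%, with over 100 cells counted and total cytoplasm intensity under 500,000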;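 note: U2OS cells stably carrying GPR55 and arrestin-GFP stimulated by 5 µM LPI near EC80; imaged beta-arrestin-GFP aggregate spots per cell after agonist stimulation; plate controls were LPI-stimulated DMSO wells for no effect and DMSO wells without LPI for full effect; some results filed as inactive read as strong as hits; confirmed hits need IC50 under 10 µM and bright autofluorescent wells are also inconclusive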
Myeloid diff MLP: compounds promoting myeloid differentiation; hit rate 1% among 360,000; ER-HoxA9 myeloid progenitors, lysozyme-GFP differentiation, flow cytometry; calls only at 10 µM; AID 624256;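 active = normalized GFP-positive differentiation at or above the plate's own cutoff, the solvent-only control mean plus 3 SD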;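 note: cells exposed to compound for four days before flow analysis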
LYP phosphatase: inhibitors of LYP phosphatase, biochemical, fluorescence intensity, uHTS (AID 1779); hit rate 0.054% among 290,000; inhibition, % at 11.5 µM, or IC50 in µM where a hit was titrated; recombinant LYP phosphatase, fluorescence intensity; higher % means a stronger effect; in the data active = inhibition above about 50%;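 note: plate controls were vehicle with enzyme for no effect and no enzyme for full effect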
MgcRacGAP inhibition: MgcRacGAP GTPase-activating activity inhibitors, confirmation, biochemical, ADP Hunter fluorescence; inhibition, % at 30 µM; hits with a dose series show IC50 in µM; hit rate 0.6% among 340,000; MgcRacGAP-stimulated Rac1 GTP hydrolysis, ADP Hunter fluorescence; higher % means a stronger effect; GST-tagged Rac1 F28L mutant substrate;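 active = first-screen hits whose inhibition reached a set limit at any dose in the follow-up dose series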;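 note: fluorescence reports GDP produced by GAP-driven GTP hydrolysis; strong numbers were not always called active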
GPR35 antagonists: GPR35 antagonists blocking zaprinast-driven arrestin recruitment, primary screen, imaging, U2OS, beta-arrestin-GFP, zaprinast agonist (AID 2058); U2OS GPR35 beta-arrestin-GFP translocation imaging, zaprinast antagonism; higher % means a stronger effect; one-dose inhibition, % at 10 µM; IC50 in µM for titrated hits; hit rate 0.052% among 290,000;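 active = inhibition of at least 50% with at least 30 cells and total cytoplasm GFP at most 10,000,000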
Siah-1 displacement: blockers of Siah-1 interaction with plectin peptide – biochemical, fluorescence polarization, rhodamine-plectin, uHTS, primary screen (AID 1817). hit rate 0.02% among 290,000. Siah-1 / rhodamine-plectin peptide fluorescence polarization; higher % means a stronger effect. displacement, % at 20 µM, or IC50 in µM where a hit was titrated;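 active = displacement of at least 50% at 20 µM, with a fluorescence ratio check between 0.3 and a set limit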;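 note: plate controls were Siah plus tracer with DMSO for no effect and tracer alone without Siah for full effect; strong numbers were not always called active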
NTR1 ag cell count 20 µM: further read-out of NTR1 ag, marked with its call; cell count; measured here: cell count, cytotoxicity flag
Myeloid diff MLP GFP+ MAC1+ %: recorded beside Myeloid diff MLP, whose call it bears; GFP+ MAC1+ double positive, %; measured here: differentiation confirmed by MAC1 staining
The depositor's hits bear a star; i = inactive; nt = not tested or not shown.

SMILES	HIV fusion peptide	Salmonella PhoP GFP	NTR1 ag	NTR1 ag cell count 20 µM	GPR55 antagonists	Myeloid diff MLP	Myeloid diff MLP GFP+ MAC1+ %	LYP phosphatase	MgcRacGAP inhibition	GPR35 antagonists	Siah-1 displacement
CC(C)c1ccc(S(=O)(=O)/N=C2\C=C(NS(=O)(=O)c3ccccc3)C(=O)c3ccccc32)cc1	75%*	4%	nt	nt	1%	nt	nt	-2%	8%	-21%	3%
O=C(CN1CCN(Cc2ccc(Cl)cc2)CC1)N/N=C/c1ccncc1	1.9%	8%	-0.3	67	-2%	i	0.2	2%	2%	-2%	1%
CC(=O)N/C(=C\c1ccccc1)C(=O)OCC(=O)NC(=O)c1ccccc1	nt	-4%	0.1	49	nt	i	0.9	nt	6%	nt	nt
COCCN1CC(CNC(=O)c2cc(COc3ccc(C)c(C)c3)on2)CC1=O (centres undefined)	-1.5%	-1%	1.0	56	4%	i	3.2	-10%	10%	11%	-3%
Cc1ccc(-n2ncc3c2CC(C)(C)CC3NC(=O)c2ccncc2)cc1 (centres undefined)	2.7%	-2%	0.3	62	8%	i	0.7	-8%	5%	-4%	4%
Cc1ccc(SCC(=O)NCCC2=CCCCC2)cc1	1.4%	3%	0.1	91	-1%	i	1.0	-3%	4%	-3%	3%
O=C(O)COn1c(-c2ccccc2)nc2ccc([N+](=O)[O-])cc21	25%	2%	3.8	67	0%	i	0.7	-3%	15%	-6%	29%
Cn1c(=O)c2[nH]c(CN(Cc3ccccc3)Cc3ccccc3)nc2n(C)c1=O	2.0%	28%	14	63	16%	i	2.1	3%	1%	16%	10%
O=C(Nc1cc2c3c(c1)CC(=O)N3CCC2)c1ccc(Cl)cc1	nt	9%	1.1	79	nt	i	1.2	nt	3%	nt	nt
C/C(=N/NS(=O)(=O)c1ccc(F)cc1)c1ccncc1	-1.5%	0%	0.1	47	2%	i	0.8	-2%	8%	-16%	4%
COc1ccccc1CNC(=O)C1CCCN1S(=O)(=O)c1cccc2cccnc12 (centres undefined)	0.5%	-1%	3.0	54	0%	i	2.0	-6%	1%	23%	4%
O=C(N/N=C/c1ccc[nH]1)c1ccc2c(c1)OCO2	2.3%	5%	0.1	65	9%	i	0.5	-2%	5%	7%	0%
CCOC(=O)c1ccc(NC(=O)C(=O)NCc2ccccn2)cc1	-0.7%	1%	0.1	49	9%	i	0.4	-4%	5%	3%	-5%
COc1ccc(N2CCN(C(CNS(=O)(=O)c3ccccc3)c3ccccc3)CC2)cc1 (centres undefined)	0.2%	0%	0.1	56	16%	i	0.7	-7%	12%	1%	5%
O=C(O)c1cc(-c2ccccc2)n(-c2ccc(F)cc2)n1	-1.4%	15%	-1.3	94	0%	i	1.1	-3%	3%	6%	-3%
O=C(CSc1nnc(-c2cnccn2)n1Cc1ccco1)c1ccc(Cl)cc1	11%	-10%	8.8	83	-6%	i	0.8	9%	8%	7%	3%
COc1ccc(NS(=O)(=O)c2ccc(C)c(C(=O)N3CCCCCCC3)c2)cc1	nt	1%	-0.3	60	nt	i	0.9	nt	7%	nt	nt
O=C1CC(c2ccc(S(=O)(=O)NC3CC3)cc2)CN1 (centres undefined)	0.7%	-4%	-0.4	61	6%	i	1.4	-6%	4%	-5%	2%
CC(=O)c1ccc(-n2nncc2C)cc1	0.1%	1%	1.2	44	-2%	i	0.7	-2%	10%	10%	4%
CCCn1c(=O)c2ccccc2n2c(SCCNCCO)nnc12	-0.4%	5%	1.6	93	-6%	i	0.7	-29%	52µM*	-4%	-4%

Not a retest: entries from further up.
SMILES	HIV fusion peptide	Salmonella PhoP GFP	NTR1 ag	NTR1 ag cell count 20 µM	GPR55 antagonists	Myeloid diff MLP	Myeloid diff MLP GFP+ MAC1+ %	LYP phosphatase	MgcRacGAP inhibition	GPR35 antagonists	Siah-1 displacement
CC(C)c1ccc(S(=O)(=O)/N=C2\C=C(NS(=O)(=O)c3ccccc3)C(=O)c3ccccc32)cc1	75%*	4%	nt	nt	1%	nt	nt	-2%	8%	-21%	3%
O=C(CN1CCN(Cc2ccc(Cl)cc2)CC1)N/N=C/c1ccncc1	1.9%	8%	-0.3	67	-2%	i	0.2	2%	2%	-2%	1%
CC(=O)N/C(=C\c1ccccc1)C(=O)OCC(=O)NC(=O)c1ccccc1	nt	-4%	0.1	49	nt	i	0.9	nt	6%	nt	nt

Further entries follow.
SMILES	HIV fusion peptide	Salmonella PhoP GFP	NTR1 ag	NTR1 ag cell count 20 µM	GPR55 antagonists	Myeloid diff MLP	Myeloid diff MLP GFP+ MAC1+ %	LYP phosphatase	MgcRacGAP inhibition	GPR35 antagonists	Siah-1 displacement
CC1(C)Cc2c(ccc3ccccc23)C(c2cc3ccccc3oc2=O)=N1	-1.8%	-13%	-0.9	86	13%	i	0.8	-6%	7%	5%	0%
Cc1ccc(-c2nc(SCC(=O)Nc3ccccc3OC(F)F)c3c(C)c(C(=O)O)sc3n2)cc1	15µM*	-7%	0.1	55	38%	nt	nt	10%	nt	2%	9%
CC(=O)c1c(O)c(C)c(-c2ccccc2)n(-c2ccccc2)c1=O	0.0%	-6%	-1.0	53	9%	i	1.8	-7%	3%	28%	0%
CCOC(=O)c1cnn(C(=O)c2ccccc2)c1N	-1.9%	-1%	nt	nt	-2%	i	0.0	-6%	-7%	11%	0%
O=C(O)Cn1cc(C(=O)c2cccs2)c2ccccc21	2.7%	-1%	0.8	60	21%	i	9.1	4%	10%	4%	4%
COc1ccc(N=C2SC(CC(=O)Nc3ccccc3)C(=O)N2CCc2ccccn2)cc1 (centres undefined)	-1.2%	2%	4.3	66	10%	i	0.6	-7%	6%	18%	-5%
Cc1nc(SC2CC(=O)N(c3ccc([N+](=O)[O-])cc3)C2=O)nc2c1CCCC2 (centres undefined)	1.5%	13%	-2.0	40	-4%	i	0.2	1%	2%	6%	-1%
CC(C)(C)NC(=O)CN(Cc1cccs1)C(=O)CNS(=O)(=O)c1ccc(F)cc1	2.0%	-7%	-1.0	30	4%	i	0.8	-4%	3%	5%	13%
c1ccc(C2COC(c3cccs3)=N2)cc1 (centres undefined)	5.2%	-16%	-1.5	52	3%	i	0.8	-5%	4%	29%	1%
CCc1n[nH]c(=S)n1/N=C/c1ccc(N(C)c2ccccc2)cc1	-0.4%	-5%	15	48	-3%	i	1.1	6%	0%	10%	-2%
Cc1c(Br)ccc(NC(=O)c2ccccc2[N+](=O)[O-])c1C	3.2%	-4%	-1.3	99	2%	i	0.2	-8%	1%	5%	3%
CCCCn1c(N)c(N(CCC(C)C)C(=O)C2=NN(c3cc(C)ccc3C)C(=O)CC2)c(=O)[nH]c1=O	nt	8%	-0.4	50	nt	i	1.8	nt	9%	nt	nt
O=C(CNc1ccc(F)cc1F)NC(=O)NCc1ccco1	2.4%	4%	0.0	63	-3%	i	0.3	-5%	3%	41%	-7%
COC(=O)C(C(=O)OC)c1ccc(N)cc1	-1.7%	1%	0.3	55	8%	i	0.2	-4%	6%	-6%	7%
CC(=O)NC1=NC(=O)C(C)S1 (centres undefined)	-1.9%	-3%	0.9	62	2%	i	0.8	0%	0%	2%	5%
CC(C)CC[n+]1ccn(-c2nc3ccccc3nc2[N-]S(=O)(=O)c2ccc(Cl)cc2)c1	3.7%	-10%	0.7	43	-5%	i	1.9	-3%	11%	1%	7%
O=C(NC1CCCc2c1cnn2-c1ccccc1F)c1ccccn1 (centres undefined)	-2.5%	3%	1.6	74	1%	i	0.0	-8%	3%	14%	-4%
Cc1ccc(SC(C)C(=O)NCCC2=CCCCC2)cc1 (centres undefined)	-0.6%	12%	1.4	42	-1%	i	0.2	-4%	5%	-2%	-3%
O=C(Cc1ccc(F)cc1)N1CCC(CC2CC(c3ccc(Cl)cc3)=NO2)(C(=O)NCC2CCCCC2)CC1 (centres undefined)	1.3%	-5%	-0.3	50	-4%	i	0.7	-10%	6%	-8%	-5%
Fc1ccccc1C(c1nnnn1C1CCCC1)N1CCN(Cc2ccccc2)CC1 (centres undefined)	-0.6%	-2%	-0.7	48	3%	i	0.0	-6%	1%	-14%	10%
O=C(Cc1ccccc1)Nc1nnc(-c2ccco2)s1	27%	-8%	0.8	56	0%	i	0.7	-6%	9%	6%	1%
O=C(Cc1c(O)c2ccccc2[nH]c1=O)NCc1ccccc1	-1.1%	-6%	0.1	83	19%	i	0.1	-9%	-2%	0%	-3%
COc1ccc(OC)c(CNC(=O)C2CCCN(S(=O)(=O)N3CCC(C)CC3)C2)c1 (centres undefined)	1.2%	-12%	0.9	53	2%	i	3.0	-8%	-33%	-8%	-1%
Cc1ccccc1Cn1nc(C)c(NC(=O)c2cc(-c3cccs3)on2)c1C	5.5%	-10%	1.5	61	-7%	i	5.8	0%	7%	33%	0%
CCc1ccccc1NC(=O)c1noc(C(C)C)c1[N+](=O)[O-]	0.7%	4%	0.0	73	-2%	i	0.8	3%	12%	3%	-1%
CCN(CC(=O)Nc1c(F)cccc1F)C(=O)CCNC(=O)c1ccccc1OC	nt	-4%	-0.2	70	nt	i	0.8	nt	5%	nt	nt
Cc1[nH]c2ccccc2c1/C=N\NC(=O)CNc1ccc2c(c1)OCO2	13%	-5%	-0.3	64	14%	i	0.3	4%	36%	3%	14%
C#CCOCCOCCOCCNc1nc(N2CCN(C(=O)C([C@@H](C)CC)n3cc(C(N)CC(C)C)nn3)CC2)nc(N2CCN(C(=O)[C@H](CCC(=O)O)n3cc(C(N)Cc4ccc(O)cc4)nn3)CC2)n1 (some centres undefined)	2.9%	-4%	-4.7	88	7%	i	2.7	-10%	-5%	-8%	15%
CCOc1ccc2cc(S(=O)(=O)N3CCN(C)CC3)ccc2c1	2.7%	0%	-2.9	52	6%	i	1.3	1%	0%	-21%	5%
CC(C)Oc1cccc(C(=O)C2CCCN(C(=O)c3ccnn3C)C2)c1 (centres undefined)	0.4%	5%	1.0	79	10%	i	0.2	-10%	6%	0%	2%
COc1ccccc1C(=O)Nc1ccnn1C1CCN(C)CC1	-0.9%	3%	0.7	65	8%	i	3.3	-5%	16%	1%	2%
CC1CCCCN1C(=O)COC(=O)c1ccc(=O)n(Cc2ccccc2)n1 (centres undefined)	nt	2%	0.8	63	nt	i	0.7	nt	5%	nt	nt
O=C(CSc1nnc(Cc2ccccc2)n1C1CCCCC1)N1CCOCC1	0.5%	-5%	-0.9	93	1%	i	0.4	-2%	4%	2%	2%
O=C(Nc1ccc2c(c1)nc1n2CCN(C2CCCCC2)C1)c1ccco1	20%	-7%	nt	nt	11%	i	0.2	4%	9%	-10%	7%
CC(C)C(c1nnnn1Cc1ccc(F)cc1)N1CCN(C2CCCCC2)CC1 (centres undefined)	2.0%	11%	0.2	63	7%	i	0.1	-4%	7%	2%	7%

This is a random part of the collection; overall some 2.4% were active at least once.
